# Mtb RmlCD inh – blocks M. tuberculosis RmlC and RmlD coupled enzymes. RmlC+RmlD coupled enzyme assay, percent inhibition; primary screen in compound mixtures. 0.03% of 160,000 active. inhibition, % at 3.6 µM. P9WH09+P9WH11; in the data active = inhibition mostly above about 34%, no sharp cut-off; also: some results filed as inactive read as strong as hits
# Target sequence (P9WH09 whole entry, looked up): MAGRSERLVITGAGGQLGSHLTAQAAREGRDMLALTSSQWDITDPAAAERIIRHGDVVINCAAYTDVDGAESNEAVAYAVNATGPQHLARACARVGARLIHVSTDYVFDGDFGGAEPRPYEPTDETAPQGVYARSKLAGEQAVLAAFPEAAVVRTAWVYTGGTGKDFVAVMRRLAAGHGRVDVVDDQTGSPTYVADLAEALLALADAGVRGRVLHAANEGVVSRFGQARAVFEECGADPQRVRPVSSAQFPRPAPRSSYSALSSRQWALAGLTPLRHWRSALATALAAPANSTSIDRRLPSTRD
# Target sequence (P9WH11 whole entry, looked up): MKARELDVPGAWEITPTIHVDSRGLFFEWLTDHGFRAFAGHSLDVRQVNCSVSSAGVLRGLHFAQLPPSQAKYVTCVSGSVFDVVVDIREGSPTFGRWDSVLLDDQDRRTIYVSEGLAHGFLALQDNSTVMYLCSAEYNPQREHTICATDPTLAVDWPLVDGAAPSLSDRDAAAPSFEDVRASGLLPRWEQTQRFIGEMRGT
# GlmU inhibition – inhibition of mycobacterial GlmU enzyme – biochemical, glucosamine-1-phosphate acetyltransferase (AID 1376) | 0.25% of 220,000 active | one-dose inhibition, %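 (tested at 30 µM in the primary screen)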; IC50 in µM for titrated hits | M. tuberculosis GlmU acetyltransferase enzyme assay; higher % means a stronger effect; in the data active = inhibition above about 13%;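 also: 0% = complete reaction with vehicle and 100% = reaction without substrate; strong numbers were not always called active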
# The depositor's hits bear a star; nt = no result given; & = joins results of further samples.
Structure	Mtb RmlCD inh	GlmU inhibition
COc1ccc(C(=O)Nc2ccc(S(=O)(=O)Nc3cc(C)nc(C)n3)cc2)cc1	nt	2.5%
CCS(=O)(=O)NCCc1csc(C)n1	8.2	-2.3%
Cc1cc(NC(=O)COC(=O)c2c(C)nn(-c3ccccc3)c2C)no1	nt	-0.5%
O=C(N/N=C1/CCCc2ccccc21)C(c1ccccc1)c1ccccc1	3.3	-3.6%
O=c1cc2[nH]c3ccccc3c(=O)n2nc1-c1ccccc1	-0.6	4.1%
CC1(C)Cc2c(sc(NC(=O)COc3cccc4ccccc34)c2C#N)C(C)(C)N1	6.5	-1.0%
COc1ccc(N(CC(=O)N2CCc3ccccc3C2)S(C)(=O)=O)cc1OC	0.4	0.9%
O=C(OCCCN1C(=O)c2ccccc2C1=O)c1ccco1	nt	-2.9%
COc1ccc(NC(=S)N2CCN(Cc3ccco3)CC2)c(OC)c1	-8.4	-3.0%
CC(=O)c1c(C)[nH]c(C(=O)CSc2nnc(-c3ccco3)n2Cc2ccccc2)c1C	-8.6	5.4%
CCOC(=O)C1(CC2CCCCO2)CCN(Cc2ccccc2-c2ccco2)CC1 (stereo unspecified)	-4.4	-4.8%
CCOCC(=O)Nc1ccc(C(=O)Nc2ccccc2Cl)cc1	nt	4.0%
CCCOc1ccc(/C=N/NC(=O)C2CCCN2S(=O)(=O)c2ccc(Cl)cc2)cc1 (stereo unspecified)	22.9	-2.9%
CCOC(=O)c1c(C)n(C)c2ccc(OC)c([N+](=O)[O-])c12	7.1	-1.2%
COc1cc(/C=C(\C#N)C(=O)N2CCOCC2)ccc1OCc1ccccc1	-8.3	4.9%
CC(C)c1cn(C2OC(COC(=O)c3ccccc3)C(OC(=O)c3ccccc3)C2OC(=O)c2ccccc2)c(=O)[nH]c1=O (stereo unspecified)	nt	-3.7%
COc1ccccc1/C=N/NC(=O)COCC(=O)N/N=C/c1ccccc1OC	11.1	-3.9%
COc1ccc(S(=O)(=O)N2CCN(C(=O)NC3CCCCC3)CC2)cc1	-6.8	0.1%
CC(NC(=O)c1ccc(N(C)C)cc1)C(c1cccs1)N1CCN(C)CC1 (stereo unspecified)	10.5	-1.7%
CC(C)CCN1CCN(Cc2nc3ccccc3s2)CC1CCO (stereo unspecified)	1.8	-4.4%
CCCC(CCC)C(=O)NCCN1CCOCC1	7.0	1.7%
FC(F)(F)c1nnc2ccc(-n3ccnc3)nn12	5.8	2.2%
CC(C)c1nnc(SCC(=O)NCCC2=CCCCC2)n1N	-7.0	1.0%
COc1ccc(C(C)=O)cc1CSc1nnc(Nc2ccccc2C)s1	-9.9	-1.7%
CCC(=O)c1c[nH]c(C(=O)NCc2cccs2)c1	4.3	1.8%
CCCn1c(C)cc(C(=O)COc2ccc(C)nc2[N+](=O)[O-])c1C	-5.4	-2.9%
CCc1cccc(N(CC(=O)NCc2ccc(F)cc2)C(=O)c2csnn2)c1	6.6	6.2%
NC1=NC(=O)/C(=C\c2cccs2)S1	6.3	9.2%
CN1CCc2c(c3c(n2C)CCN(C)[C@@H]3c2cccnc2)[C@H]1c1cccnc1	-3.9	0.6%
O=C(NCc1ccco1)c1cccc(NC(=O)c2ccccc2)c1	-6.6	-3.1%
O=c1cc(O)n(-c2ccc(Cl)cc2)c(=S)[nH]1	-14.0	-0.5%
Cc1ccc(CC(=O)O/N=C(\N)Cc2ccc([N+](=O)[O-])cc2)cc1	-8.6	-2.8%
COC(=O)c1ccc(NC(=O)c2cn(-c3ccccc3)nc2-c2ccncc2)cc1	-1.5	8.2%
COc1ccc(OCC#CCN2CCCCCC2)cc1	6.8	-4.5%
Cc1cc(NS(=O)(=O)c2ccc(Nc3nc(-c4ccc(C)c(C)c4)cs3)cc2)no1	-6.3	0.5%
CCC1=NN2C(=N)/C(=C\c3cccn3-c3ccc(C)c(C)c3)C(=O)N=C2S1	-9.3	5.7%
COc1ccc(Cl)cc1C(=O)NCC(c1ccco1)N1CCCC1 (stereo unspecified)	108.8	3.4%
C=CCn1c(=S)[nH]c2ccc(Br)cc2c1=O	nt	4.6%
N#Cc1ccc(OCC(=O)OCC(=O)NCCC2=CCCCC2)cc1	8.9	-5.4%
C[C@@H]1C(=O)O[C@@H]2CC34[C@H]5C[C@@H](C(C)(C)C)C36[C@H](OC(=O)[C@@H]6O)OC4(C(=O)O5)[C@@]12O (stereo partly specified)	nt	1.9%
CS(=O)(=O)N(Cc1ccc(C(=O)Nc2ccccc2Sc2ccccc2)cc1)c1ccccc1	17.6	-0.3%
Cc1nnc(NCCO)c2ccccc12	-6.6	-3.9%
O=S(=O)(c1cccc(-c2csc(-c3cccnc3)n2)c1)N1CCCCC1	2.9	3.6%
COc1ccc(OC)c(C2C(C(C)=O)=C(O)C(=O)N2c2ccc(F)cc2)c1 (stereo unspecified)	-7.3	-2.0%
CCOc1ccc2cc(S(=O)(=O)N3CCOCC3)ccc2c1	nt	-0.4%
O=C(COC(=O)c1cnccn1)c1ccc(Br)cc1	10.6	2.2%
O=C(Nc1ccc2c(c1)OCCO2)c1ccc(Cl)c(S(=O)(=O)N2CCOCC2)c1	13.2	-0.3%
Cc1cc(-c2ccccc2)nc(N(C)C)c1S(C)(=O)=O	35.4	-4.7%
CCN(CC)S(=O)(=O)c1ccc(C(=O)NCCCN=C2NS(=O)(=O)c3ccccc32)cc1	nt	-0.4%
C=CCNC(=O)c1c(C(F)(F)F)nn(C)c1Cl	1.6	5.5%
COC(=O)NC1CSCC1OC(=O)c1ccc(Br)cc1 (stereo unspecified)	nt	1.1%
NC1=NC(=Nc2cccc(Cl)c2)c2ccccc21	-8.3	3.5%
COc1ccc(C2/C(=C(/O)c3ccc(Cl)cc3)C(=O)C(=O)N2CCN2CCOCC2)c(OC)c1 (stereo unspecified)	-8.0	nt
O=C(N/C(=C\c1ccc(Br)cc1)c1nc2ccccc2[nH]1)c1ccco1	-11.3	-0.1%
O=C(C(Cc1ccccc1)n1cccc1)N1CCc2ccccc21 (stereo unspecified)	4.9	-3.6%
Cc1nc(C(=O)NNC(=O)Nc2ccccc2)cs1	45.7	3.9%
O=C(COc1ccc(S(=O)(=O)N2CCCC2)cc1)NCC1CCCO1 (stereo unspecified)	7.8	2.5%
COc1ccccc1NC(=S)N1CCC(NC(=O)NC23CC4CC(CC(C4)C2)C3)CC1	nt	-1.0%
C/C(CCC12CC3CC(CC(C3)C1)C2)=N\NC(N)=S	-1.0	-2.6%
CC(C)(C)c1cc(C(=O)NCc2cccnc2)ccn1	-7.6	1.8%

# The list continues.
Structure	Mtb RmlCD inh	GlmU inhibition
Cc1ccc(NC(=O)Nc2ccnc(-c3cccnc3)n2)cc1	nt	0.2%
CCCCCCSc1cc(C)nc2ncnn12	7.1	0.8%
CC(=O)c1cc2c(cc1N/C(=N/S(=O)(=O)c1ccccc1)c1ccc(Cl)cc1)OCO2	28.1	1.0%
Cc1ccc(S(=O)(=O)N2CCOCC2)cc1C(=O)NNC(=O)c1ccoc1C	-42.7	4.7%
Cc1ccc([N+](=O)[O-])c(OCCCNCC(C)O)c1 (stereo unspecified)	-10.3	-3.8%
COC(=O)C(O)(CC(=O)Nc1ccccc1OC)C(F)(F)F (stereo unspecified)	nt	0.6%
COc1cccc(OCCOCCOc2ccc(C)cc2[N+](=O)[O-])c1	nt	-0.3%
CN(C(=O)c1cccs1)c1ccc(OCC(=O)N2CCC(C(N)=O)CC2)cc1	4.2	1.0%
CC12CN(NC(=O)c3ccc(Cl)cc3)C3(C#N)CC1CCC23C (stereo unspecified)	0.1	-4.5%
COc1ccccc1N1CCN(C(=O)/C=C/c2ccco2)CC1	-9.2	0.6%
COc1cc2c(cc1OC)-c1nncn1C(C)(C)C2	2.8	-1.9%
CCC(=O)c1ccc(O)c(OC)c1	7.1	1.2%&-7.0%
CC(=O)C1=C(O)C(=O)N(c2cccc(C(=O)O)c2)C1c1ccccc1F (stereo unspecified)	-7.5	1.3%
CCN1CCN(Cc2ccc(OC)c(OCc3ccccc3)c2)CC1	-6.2	-1.9%
O=C(NCC(=O)N(CC1CCCO1)C(C(=O)NC1CCCCC1)c1ccccc1)c1ccco1 (stereo unspecified)	-14.7	-4.9%
Cc1ccc(C)c(NS(=O)(=O)c2ccc3[nH]c(=O)[nH]c3c2)c1	-6.4	3.3%
O=S(=O)(c1ccc(Cl)cc1)n1ccc2cccnc21	2.6	2.1%
O=C(O)CCC(=O)N(Cc1cccs1)Cc1cccs1	0.9	2.7%
Cc1ccc(C(=O)N2CCN(C)CC2)cc1S(=O)(=O)N1CCCCC1	6.7	-1.1%
Cc1cc(N)n(-c2ccc(Oc3ccccc3)c(S(=O)(=O)O)c2)n1	-0.2	123µM*

# Quoted from the listing.
# Entry for Cc1ccc(C(=O)N2CCN(C)CC2)cc1S(=O)(=O)N1CCCCC1 under Mtb RmlCD inh: 6.7
# Entry for COc1cc2c(cc1OC)-c1nncn1C(C)(C)C2 under GlmU inhibition: -1.9%
# Entry for CC(=O)c1cc2c(cc1N/C(=N/S(=O)(=O)c1ccccc1)c1ccc(Cl)cc1)OCO2 under GlmU inhibition: 1.0%
# Entry for CN(C(=O)c1cccs1)c1ccc(OCC(=O)N2CCC(C(N)=O)CC2)cc1 under GlmU inhibition: 1.0%
# Entry for Cc1ccc(NC(=O)Nc2ccnc(-c3cccnc3)n2)cc1 under GlmU inhibition: 0.2%
# Entry for Cc1ccc([N+](=O)[O-])c(OCCCNCC(C)O)c1 (stereo unspecified) under Mtb RmlCD inh: -10.3

# Returning to the listing, starting 2 compounds before the break.
Structure	Mtb RmlCD inh	GlmU inhibition
Cc1ccc(C(=O)N2CCN(C)CC2)cc1S(=O)(=O)N1CCCCC1	6.7	-1.1%
Cc1cc(N)n(-c2ccc(Oc3ccccc3)c(S(=O)(=O)O)c2)n1	-0.2	123µM*
Cc1cscc1NC(=O)/C=C/C(=O)O	9.0	nt
O=C(CNc1ccc(C(F)(F)F)cc1[N+](=O)[O-])OCC(=O)c1ccccc1	nt	4.2%
CCOc1cc2c(cc1/C=C(/C#N)c1ccc(C(=O)O)cc1)OCO2	-1.9	4.4%
CS(=O)(=O)N1CCC(C(=O)NCc2ccc3c(c2)OCO3)CC1	nt	2.0%
O=C(Nc1ccc(Br)c(C(F)(F)F)c1)c1ccc(C(F)(F)F)cc1	-4.5	2.4%
O=C(/C=C\NCC(=O)c1ccccc1)c1ccccc1	nt	-0.1%
CCN(CCCNC(=O)C1CCN(S(=O)(=O)c2cccc3nonc23)CC1)Cc1ccccc1	8.2	-4.6%
NC(=O)c1cc2ccccc2o/c1=N\NC(=O)c1ccco1	18.6	-7.5%
COc1ccc(N(CC(=O)N/N=C/c2ccc3c(c2)OCO3)S(=O)(=O)c2ccc(NC(C)=O)cc2)cc1	-8.4	-2.5%
O=C(O)C(Oc1ccc2c3c(c(=O)oc2c1)CCC3)c1ccccc1 (stereo unspecified)	6.0	4.0%
O=c1cc(N2CCCC2)[nH]c(=O)n1-c1ccc(Cl)cc1	nt	5.2%
O=C(N/N=C/c1cc(Br)ccc1O)c1cccc(N2CCCC2=O)c1	1.6	-9.0%
Cc1ccc(-n2cccc2/C=C2\C(=N)N3N=C(C(C)C)SC3=NC2=O)cc1	-5.9	0.6%
O=C(Nc1ccccc1)c1ccc(F)cc1F	nt	0.1%
O=C(Nc1ccncc1)c1cccs1	7.0	-0.6%
CCCC1=[N+](CC)CCn2c(C)ccc21	7.0	-2.9%
Cc1nn(-c2ccccc2)c2c1C(c1cccs1)C(C#N)=C(N)O2 (stereo unspecified)	nt	1.4%
Cc1ccc(C(=O)NN2CCOCC2)cc1	10.2	0.5%
Cc1c(NC(=S)N/N=C/c2ccc([N+](=O)[O-])cc2O)c(=O)n(-c2ccccc2)n1C	-5.1	3.6%
O=C(Nc1ccc(Cl)cc1)N1CCCN(Cc2ccccc2F)C1	nt	-0.9%
c1ccc(C(c2ccccc2)N2CCN(Cc3nc(-c4cnccn4)no3)CC2)cc1	nt	-3.7%
COc1ccc(CN2CC(C(=O)NCCCN3CCCCCC3)CC2=O)cc1 (stereo unspecified)	20.9	-15.5%
NC(=O)C1CCN(C(=O)c2ccc3c(=O)n(Cc4ccco4)c(SCC(=O)c4ccccc4)nc3c2)CC1	4.5	4.8%
S=C(NCc1ccc(Cl)cc1)Nc1ccccc1	-3.7	2.0%
CCn1c(N)c(C(N)=O)sc1=S	9.5	3.8%
COc1ccc(N2CCN(/C(=N\S(=O)(=O)c3ccc(C)cc3)Nc3nc(C)cc(C)n3)CC2)cc1	3.4	3.3%
CCOC(=O)C1CCN(Cc2c(O)c3ccccc3oc2=O)CC1	nt	1.9%
COC(=O)c1ccc(NC(=S)NC(=O)c2cc(-c3ccccc3)nc3ccccc23)cc1	-2.1	nt
O=C(NCc1cccnc1)C(=O)NCC(c1ccco1)N1CCN(c2ccccc2F)CC1 (stereo unspecified)	5.5	7.1%
COc1cc(/C=C/c2ccc(O)cc2)cc(OC)c1	-8.6	1.1%
Cc1ccc2nc(C)c(C)nc2c1N	nt	1.7%
CC(C)C(NC(=O)c1ccccc1)C(=O)OCc1cc([N+](=O)[O-])cc2c1OCOC2 (stereo unspecified)	5.7	-0.4%
COc1ccccc1N1CCN(C(=O)c2cc(-c3cccs3)on2)CC1	nt	3.8%
CSc1oc(-c2ccc(F)cc2)nc1S(=O)(=O)c1ccccc1	nt	0.9%
CC(C)CC(c1nnnn1Cc1ccccc1)N1CCC(C(N)=O)CC1 (stereo unspecified)	nt	-6.0%
COCCNC(=O)COc1ccccc1Cl	nt	1.8%
CC(C)c1ccccc1NS(C)(=O)=O	-13.9	-4.7%
O=C(Nc1ccccc1)N1CCCN(c2nccc(C(F)(F)F)n2)CC1	nt	3.1%
O=C(NCc1ccco1)c1cc(C(=O)C2CCCCC2)c[nH]1	11.0	-1.0%

# Assay outcomes (PubChem BioAssay)

# This is a subset; count on the stated rates, not on these rows.
